# Tb PFK block: blocks T. brucei phosphofructokinase | T. brucei PFK, ADP-Glo luminescence | Potency, µM (doses to about 57.5 µM), inactives show at the top dose activity, negative = inhibition, most hits filed as inhibitors | hit rate 0.17% among 330,000 | AID 485367;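 further: potency means the concentration at half of the fitted maximal effect; 0% = uninhibited 1x PFK enzyme wells and -100% = no-enzyme wells; nearly all actives have a fitted effect of over 60% in size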
# Target sequence (O15648 whole entry, looked up): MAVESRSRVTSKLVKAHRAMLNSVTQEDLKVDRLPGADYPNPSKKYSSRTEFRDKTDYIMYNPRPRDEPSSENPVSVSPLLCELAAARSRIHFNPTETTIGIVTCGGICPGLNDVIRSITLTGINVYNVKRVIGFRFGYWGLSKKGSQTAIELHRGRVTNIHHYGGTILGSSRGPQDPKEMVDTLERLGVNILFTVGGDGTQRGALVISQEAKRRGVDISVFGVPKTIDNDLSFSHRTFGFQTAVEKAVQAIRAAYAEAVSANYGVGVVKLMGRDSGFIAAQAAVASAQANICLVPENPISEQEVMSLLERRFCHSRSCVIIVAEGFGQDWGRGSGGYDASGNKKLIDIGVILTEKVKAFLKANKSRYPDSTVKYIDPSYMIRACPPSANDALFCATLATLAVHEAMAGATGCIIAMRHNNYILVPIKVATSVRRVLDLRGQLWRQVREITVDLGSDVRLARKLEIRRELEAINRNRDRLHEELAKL
#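 1.25 nM PFK with 0.5 mM F6P and 0.1 mM ATP in 0.1 M TEA pH 8.0, 5 mM MgCl2, incubated 45 min at room temperature; ADP measured by ADP-Glo luminescence; compounds titrated up to 57 uM.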
# A-T KAP1 phos: potential ataxia-telangiectasia treatments restoring KAP-1 phosphorylation. […] A-T fibroblasts, KAP-1 phosphorylation AlphaLISA; neocarzinostatin DNA damage 30 min before lysis. Potency, µM (doses to about 57.5 µM), for the others: at the highest dose activation, hits mostly activators. hit rate 0.19% among 320,000. AID 485349; further: potency means the concentration at half of the fitted maximal effect; % of control where 0% means no effect; nearly all actives have a fitted effect of over 45% in size
#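 ATM-like activity read as KAP-1 phosphorylation via AlphaLISA donor/acceptor antibody pairs after lysis and 6 hr at 25C. Cells were ATM-null patient fibroblasts ([…], hTERT), dosed 60 min, then exposed to the DSB inducer NCS for 30 min.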
# Eya2 phos inh: inhibitors of human Eya2 phosphatase activity; O00167; recombinant Eya2, OMFP fluorescence dephosphorylation (OMFP is methylfluorescein phosphate); hit rate 0.006% among 330,000; AID 488837; Potency, µM (top dose mostly 76.9 µM), for the others: top-dose activity, negative = inhibition, usual class: inhibitors; further: potency means the concentration at half of the fitted maximal effect; on the % scale 0 is the no-effect control and ±100 the full control effect
# Target sequence (O00167 whole entry, looked up): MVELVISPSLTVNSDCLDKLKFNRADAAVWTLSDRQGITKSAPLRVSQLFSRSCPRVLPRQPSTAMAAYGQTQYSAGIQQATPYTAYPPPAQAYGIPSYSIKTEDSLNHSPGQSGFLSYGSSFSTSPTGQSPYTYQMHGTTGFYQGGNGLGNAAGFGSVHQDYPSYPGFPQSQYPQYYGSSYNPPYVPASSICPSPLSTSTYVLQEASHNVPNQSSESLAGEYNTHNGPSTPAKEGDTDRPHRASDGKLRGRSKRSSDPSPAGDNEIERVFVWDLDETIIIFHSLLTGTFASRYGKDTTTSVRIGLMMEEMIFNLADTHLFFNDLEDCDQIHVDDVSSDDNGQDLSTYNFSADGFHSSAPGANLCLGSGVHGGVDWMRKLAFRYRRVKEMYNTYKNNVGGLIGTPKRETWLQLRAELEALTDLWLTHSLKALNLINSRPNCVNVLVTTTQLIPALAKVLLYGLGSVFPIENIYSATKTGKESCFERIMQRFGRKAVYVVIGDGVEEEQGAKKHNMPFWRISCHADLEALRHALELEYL
#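 Eya2 (0.2 uM) preincubated 10 min at ambient with compound, then OMFP substrate added at 50 uM; 10 min reaction in 50 mM HEPES pH 7.5, 50 mM NaCl, 5 uM MgCl2, 0.05% BSA, 1 mM DTT. Fluorescence read at Ex 485/Em 525 nm.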
# Chronic BCR inh: blocks chronic active B-cell receptor signaling; Potency, µM (titrated, usually from 46.1 µM), for the others: top-dose ratio change, negative = lower green/red ratio, actives largely listed as inhibitors; hit rate 0.05% among 340,000; ABC-DLBCL IkBa-CBG/CBR reporter, luminescence ratio, 4 h; active means well fitted inhibition curve with a large enough effect in the signal ratio, with a control signal flat, not every such curve was filed as active; inconclusive means small, poorly fitted or top-dose-only effect, or effect the other way, or a change in a side signal; the % refers to the signal ratio;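 further: potency means the concentration at half of the fitted maximal effect; plate controls were basal doxycycline-induced cells for no effect and cells given 10 µM MG132 for full effect; MG132 reads +100%, hits lower the ratio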
#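 Cell line TMD8 (human ABC DLBCL), stably expressing tet-inducible CBG68-IkBa fusion and CBR; IMDM/0.5% FBS; cpd up to 46 uM; dox induction, 4 h, 37C/5% CO2; dual luminescence; green/red ratio; MG132 control.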
# ELG1 repair inh: inhibitors of ELG1-dependent DNA repair in HEK293T cells; Potency, µM (top dose mostly 46.1 µM), for inactives: at the highest dose activity change, negative = inhibition, hits mostly inhibitors; HEK293T ELG1-luciferase reporter, luminescence, 16 h; DNA damage induced by 5-fluorouridine; hit rate 2.3% among 330,000; AID 504467; further: potency means the concentration at half of the fitted maximal effect; on the % scale 0 is the no-effect control and ±100 the full control effect; nearly all actives have a fitted effect of over 55% in size
#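 Luminescence from the luciferase reporter, measured 30 min after ONE-Glo reagent at room temperature, was the read-out. Beforehand, 2,000 cells per well were exposed for 16 hr at 37 °C to 5-fluorouridine together with compound or vehicle.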
# TSHR antagonist: antagonists of human thyroid stimulating hormone receptor; P16473; TSHR-expressing cells, TSH-stimulated cAMP HTRF, 2 h; active compounds read low; activity change, negative = inhibition, % at 11.5 µM; hit rate 0.2% among 330,000; AID 504810;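 active means activity change below a set negative limit, meaning inhibition stronger than a set level, cut at about -70% in these data; inconclusive means activity change between two set negative limits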; further: on the % scale 0 is the no-effect control and ±100 the full control effect
#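 Inhibition of cAMP made by TSHR-expressing cells under TSH stimulation (4nM final, EC80; 2 h, 37 deg C) is quantified with a one-step lysis HTRF kit, anti-cAMP cryptate versus cAMP-d2.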
# a7 integrin act: activates integrin-mediated alleviation for muscular dystrophy | alpha7betagal myoblasts, beta-gal FDG fluorescence, 48 h | Potency, µM (doses to about 38.3 µM), for the others: at the top dose activation, actives largely listed as activators | hit rate 0.064% among 350,000;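 further: potency means the concentration at half of the fitted maximal effect; 100% = response of the positive control SU9516; nearly all actives have a fitted effect of over 60% in size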
#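 Alpha7betagal+/- myoblasts (passage 13) were plated 16-24 hr, then exposed to compounds (1:260 dilution of DMSO stock) for 48 hours at 37C. After MPER lysis, β-galactosidase reporter activity was read as FDG fluorescence (ex 480/em 540) after 30 minutes.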
# TCR activator: activates T cell receptor signaling; primary human leukocytes, anti-CD3, IL-2 HTRF, 48 h; Potency, µM (doses to about 9.22 µM), for the others: at the highest dose activation of IL-2 secretion, most hits filed as activators; 330,000 tested, under 10 active; further: % of control where 0% means no effect
#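 Human primary leukocytes + a-CD3 beads + cpd, 48 hr; IL-2 in supernatant by HTRF (ex 320nm / em 665nm). No co-stimulatory signal supplied.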
# PTAP TSG101 blk: blocks PTAP/TSG101 interaction to inhibit HIV-1 budding; Q99816; Fluorescence polarization, FITC-PTAP peptide / Tsg101 binding; Potency, µM (top dose mostly 115 µM), inactives show at the top dose activity change, negative = inhibition, most hits filed as inhibitors; 340,000 tested, under 10 active; AID 493005; active means well fitted inhibition curve with a large enough effect in the main read-out, with a control signal flat, not every such curve was filed as active; inconclusive means small, poorly fitted or top-dose-only effect, or effect the other way, or a change in a side signal; inactive means no such curve, though single readings can be large or run the other way; further: potency means the concentration at half of the fitted maximal effect; % of control where 0% means no effect
#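 Steps: Tsg101 binding domain dispensed (10 uM final), compounds pinned in DMSO, FITC-labeled PTAP-motif peptide added (50 nM final); after 20 min binding at room temperature, polarization measured.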
# S-ASM inh: inhibitors of human secretory acid sphingomyelinase; P17405; placental ASM, HMU-PC fluorogenic substrate, 60 min; Potency, µM (titrated, usually from 57.5 µM), for the others: at the top dose activity change, negative = inhibition, most hits filed as inhibitors; hit rate 0.006% among 340,000; further: potency means the concentration at half of the fitted maximal effect
#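 Fluorogenic HMU-PC substrate (9 uM final) is turned over by placental ASM in 60 min at 37 C after a 10 min compound preincubation. Reaction ended by alkaline stop (pH 10), with fluorescence read at 386/447 nm.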
# Mito fusion act: blocks mitochondrial division or promotes mitochondrial fusion; AID 485298; hit rate 0.23% among 320,000; Potency, µM (top dose mostly 46.1 µM), for the others: at the highest dose growth rescue (activation), hits mostly activators; S. cerevisiae fusion-defective mutant growth rescue, CellTiterGlo 48 h;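 further: potency means the concentration at half of the fitted maximal effect; % of control where 0% means no effect; nearly all actives have a fitted effect of over 45% in size; temperature-sensitive fusion mutants such as fzo1-1 at 37 °C on non-fermentable ethanol glycerol medium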
#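 Yeast fusion mutant, YPEG (non-fermentable carbon), compound, 48 h at 37C non-permissive; CellTiterGlo added, 10 min RT, luminescence read. Rescued growth = division inhibition.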
# Active calls of the source: *; ? = inconclusive; · = no result given; [ ] = another dose, or the depositor's remark. Unless noted, the call rests on the fitted dose curve; in most records, active means well fitted curve in the direction sought with a large enough effect; inconclusive means small, poorly fitted or top-dose-only effect, or another doubt; inactive means no such curve, though single readings can be large; an effect the other way counts as inactive or inconclusive. No enrichment for hits; 3.2% or so of the library scored in one or more.
SMILES,Tb PFK block,A-T KAP1 phos,Eya2 phos inh,Chronic BCR inh,ELG1 repair inh,TSHR antagonist,a7 integrin act,TCR activator,PTAP TSG101 blk,S-ASM inh,Mito fusion act
Cc1nn(CC(=O)NCc2ccccc2)c(=O)c2cccn12,0.4%,-2.9%,5.6%,5.5%,20.6%,8.2,-0.9%,7.7%,-2.5%,5.1%,-3.8%
Cn1c(CN2CCOCC2)nc2cc(NC(=O)c3ccc(F)cc3)ccc21,0.9%,5.7%,-16.1%,?,?,21.2,14.0%,1.3%,-4.9%,2.6%,0.1%
CCN(c1ccccc1)S(=O)(=O)c1ccc(C(=O)Nc2cccc(C)n2)cc1,1.1%,-0.2%,4.2%,-1.6%,?,-11.3,-7.2%,-3.7%,-2.4%,-2.9%,2.5%
CO/N=C(\C)C(Cc1ccc(Cl)nc1)Cc1ccc(Cl)nc1,-1.8%,-5.7%,17.9%,-0.9%,-7.7%,7.4,-2.5%,5.1%,1.5%,4.2%,3.8%
N#Cc1c(F)cccc1N1CCC(C#N)CC1,3.4%,1.1%,-5.3%,?,1.9%,-1.1,-17.7%,-1.3%,-1.4%,1.7%,2.2%
CSc1cccc(NC(=O)CSc2nnc(C)s2)c1,0.0%,1.8%,-0.6%,-3.0%,8.8%,3.0,-4.5%[7.66 µM],4.3%[46.1 µM],-6.8%,-2.6%,0.4%
O=C(O)c1cccc2c1C(=O)c1ccccc1C2=O,4.0%,11.3%,9.3%,5.9%,-3.1%,25.8,5.4%,-2.4%,-1.6%,-0.9%,-6.4%
CCNC(=S)NS(=O)(=O)c1ccc(C)cc1,8.6%,5.1%,10.5%,-0.2%,9.5%,1.3,-14.3%,-10.3%[46.1 µM],-1.5%,1.6%,-1.3%
CCOP(=O)(OCC)/C(C#N)=C(\O)c1ccc(OC)cc1,6.9%,33.8%,8.4%,-0.4%,2.4%,22.7,-34.3%,-3.7%,-3.7%,1.4%,10.0%
CCOC(=O)c1c(Nc2ccccc2N)cc(C)nc1C,-5.6%,-6.3%,6.5%,-0.3%,27.8%,12.4,2.2%,-9.7%,0.4%,-3.1%,-5.7%
CC(=O)Nc1ccc(OS(=O)(=O)c2ccc(Cl)cc2)cc1,1.7%,-1.4%,15.2%,3.0%,3.7%,15.6,0.1%,1.0%,-2.2%,-12.5%,9.0%
COc1cccc(NC(=O)COC(=O)C2C3CC4OC(=O)C2C4C3)c1 (stereo not given),-0.1%,2.7%,1.6%,6.3%,18.5%,2.9,-21.9%,-5.6%,-0.1%,-1.7%,1.3%
Cn1cc(-c2ccccc2C(N)=O)c(=O)c2ccccc21,-2.2%,7.7%,4.7%,1.5%,-3.3%,6.1,-12.6%,5.1%,-0.6%,13.1%,-1.6%
COc1ccccc1C(c1nnnn1CCc1ccccc1)N1CCN(c2ccccc2)CC1 (stereo not given),-4.1%,1.1%,-7.1%,-1.7%,3.6%,7.1,0.1%,-5.5%,1.1%,-2.0%,-2.6%
Cc1nnc(NC(=O)CSc2ccccn2)s1,-3.1%,4.1%,-2.9%,0.6%,?,-9.3,-15.6%[7.66 µM],2.8%,-3.3%,2.4%,2.4%
CCNC(=O)c1ccc(C2SCC(=O)N2CCc2ccccc2)cc1 (stereo not given),1.0%,4.4%,5.0%,0.2%,-7.5%,4.9,-10.5%,-0.3%[46.1 µM],0.4%,2.3%,1.8%
CCC(=O)N1c2ccccc2C(N(C(=O)CC)c2ccccc2)CC1C (stereo not given),-0.6%,14.9%,-5.3%,2.0%,?,5.6,8.3%,0.5%,-0.4%,-0.2%,-7.2%
O=C(Nc1sc2c(c1-c1nc3ccccc3[nH]1)CCCC2)C1CCCC1,-4.0%,·,0.2%,?,?,0.4,13.3%,0.1%,-3.5%,-10.7%,0.4%
Cn1c(=O)[nH]c(=O)c2c1nc(NCCCn1ccnc1)n2CCOc1ccccc1,3.3%,17.6%,10.8%,-3.1%,-7.4%,-8.3,5.0%,7.0%,-1.1%,1.6%,-2.3%
O=C(OCC(=O)N1CCCC1)c1ccc(O)cc1,0.8%,0.4%,2.0%,4.7%,?,-1.4,12.0%,1.1%,-8.5%,1.8%,12.5%
S=C(Nc1ccccc1Cl)N1CCCC1,-1.4%,-1.4%,?,0.6%,10.1%,7.5,?,1.1%,-4.3%,1.5%,6.7%
NC(=O)CC[C@@H]1NC(=O)[C@H](CO)NC(=O)c2cc([N+](=O)[O-])cc(I)c2NCCCC[C@@H](C(N)=O)NC(=O)[C@H](Cc2ccc(O)cc2)NC1=O,-9.5%,-1.8%,0.5%,2.9%,3.4%,0.1,8.6%,8.3%,0.0%,-12.8%,0.8%
CN(C)c1ccc(CNn2cnnc2SCc2ccc(F)cc2)cc1,5.0%,-5.7%,-3.8%,?,-16.5%,0.7,-14.2%,·,1.6%,7.5%,-1.1%
O=C(NNC(=O)c1cc(-c2cccc(Br)c2)nc2ccccc12)c1csc(N2CCOCC2)n1,3.2%,0.3%,-6.7%,-4.9%,-29.1%,-13.0,0.0%,-2.0%,0.3%,-20.6%,15.0%
CCN(CC)S(=O)(=O)c1ccc(S(=O)(=O)N2CCC(N3CCCCC3)CC2)cc1,2.2%,4.1%,-2.7%,-8.0%,-0.4%,-4.1,?,3.7%,0.6%,1.8%,-16.4%
CO/N=C/c1cccn1-c1nccc(OC)c1C#N,0.1%,-0.9%,?,?,1.2%,8.6,8.6%,-2.8%,-0.5%,-2.9%,0.6%
CCCc1nnc(NC(=O)CCC(=O)NCCc2ccc(Cl)cc2)s1,0.4%,1.0%,2.3%,1.8%,10.7%,18.5,?,-1.5%,-5.6%,4.4%,-2.1%
O=C(Nc1cccc2ncccc12)c1ccc2c(c1)OCCO2,6.5%,8.6%,6.3%,?,?,4.9,11.8%,5.9%,-6.8%,-2.7%,-1.6%
O=[N+]([O-])C(=c1ccc2c(c1)N1C3=C(CCCC3)CC3CCCCC31N=2)[N+](=O)[O-] (stereo not given),-5.7%,0.0%,15.8%,12.0%,-1.2%,-4.5,·,·,·,·,-0.6%
CCOC(=O)c1ccc(-c2ccc3c(=O)c4ccccc4n(C)c3c2)cc1F,-1.9%,6.7%,9.5%,1.9%,-13.5%,-0.2,7.9%,-4.6%,-4.2%,·,0.7%
CCOC(=O)c1cc(-c2ccccc2)sc1NC(=O)C(C)Sc1nnc(N)s1 (stereo not given),-1.0%,-2.2%,-0.6%,2.8%,23.1µM*,12.8,-22.2%,2.9%[46.1 µM],-2.7%,2.4%,17.0%
CNC(=O)Cn1nc(C)c(S(=O)(=O)N2CCOCC2)c1C,9.8%,14.0%,3.8%,-1.2%,0.0%,·,15.2%,·,-1.2%,1.9%,·
O=C(Nc1ccc(Cl)cc1)OCc1ccccn1,-5.5%,2.8%,-1.1%,?,?,-12.3,39.6%,4.5%[46.1 µM],-6.6%,0.6%,-1.0%
CCC12CN3CC(CC)(CN(C1)C3c1ccc([N+](=O)[O-])o1)C2=O (stereo not given),-3.6%,0.1%,-4.3%,0.3%,3.8%,9.9,3.9%,1.1%,-4.1%,0.8%,2.7%
CC(C)NC(=O)CSCc1c(Cl)cccc1Cl,4.5%,4.5%,-29.9%,-6.4%,11.7%,14.2,-5.1%,4.2%,-4.4%,2.9%,8.8%
CCC(=O)c1ccccc1OCCCN1CCC(Cc2ccccc2)CC1,-2.1%,-7.5%,-3.8%,?,-29.5%,-2.0,-52.8%[inhibitor],-2.8%,-1.8%,-1.6%,-4.8%
CC(C)CN(C(=O)CCc1ccccc1Cl)c1c(N)n(Cc2ccccc2)c(=O)[nH]c1=O,-0.1%,-0.4%,3.0%,-0.6%,-2.7%,11.3,-8.2%,2.8%,-0.4%,3.5%,-1.6%
Cc1ccc(C(=O)Nc2ccc(C(=O)N/N=C/c3ccncc3)cc2)cc1,24.4%,1.4%,8.2%,2.1%,17.7%,-3.4,·,·,·,·,-3.6%

# Screening results: PubChem BioAssay, National Center for Advancing Translational Sciences (NCATS)
